Screens: PubChem BioAssay, Broad Institute
Mtb BioA inh – M. tuberculosis BioA enzyme inhibitors, primary screen, biochemical, plate reader, single point, HTS; 7,8-diaminopelargonic acid synthase BioA (Mycobacterium tuberculosis); purified M. tuberculosis BioA enzyme; inhibition, % at 9.99 µM; 0.096% of 360,000 active; in the data active means inhibition above about 40%
The depositor's hits bear a star; & = joins results of further samples. These rows are one share of the data (hit frequency here may not be typical).

Compound | Mtb BioA inh
C[C@H](CO)N1C[C@H](C)[C@@H](CN(C)S(=O)(=O)c2ccc(F)cc2)Oc2ncc(C#CC3CCCCC3)cc2C1=O | -1.5
C[C@@H]1CN([C@@H](C)CO)C(=O)Cc2cc(NC(=O)Cc3ccccc3)ccc2O[C@H]1CN(C)Cc1ccc2c(c1)OCO2 | -0.3
CCCC#Cc1ccc([C@H]2[C@@H](CO)N(C(=O)C3CCCCC3)[C@H]2C#N)cc1 | 1.1
O=C(CN1CCOCC1)NCC[C@H]1CC[C@@H](NC(=O)c2ccccc2F)[C@H](CO)O1 | -0.5
Cc1noc(C)c1NC(=O)NCC[C@H]1CC[C@H](NC(=O)c2ccc(F)cc2)[C@H](CO)O1 | -1.2
C[C@H]1CN([C@@H](C)CO)C(=O)c2cc(NC(=O)CCC(F)(F)F)ccc2O[C@H]1CN(C)CC1CCCCC1 | 0.7
N#C[C@H]1[C@H](c2ccccc2)[C@@H](CO)N1C(=O)Cc1ccccc1 | 0.8
CO[C@@H]1CN(C)C(=O)c2ccc(NC(C)=O)cc2OC[C@@H](C)N(Cc2nccs2)C[C@H]1C | -0.2
COCC(=O)Nc1ccc2c(c1)[C@@H]1C[C@H](CC(=O)NCc3ccc(Cl)cc3)O[C@H](CO)[C@@H]1O2 | -1.6
O=C(Cc1ccccn1)N[C@H]1CC[C@@H](CCn2cc(-c3ccccc3)nn2)O[C@H]1CO | -0.5
COc1ccc(CN(C)C[C@@H]2Oc3ccc(NC(=O)Nc4c(C)noc4C)cc3C(=O)N([C@H](C)CO)C[C@@H]2C)cc1 | -1.3
COc1ccc(COCC23N=C4SCc5ccccc5CN4[C@H](c4ccccc4O2)[C@H]3COC(=O)c2ccccc2)cc1 | -2.5
COc1ccc(CN(C)C[C@H]2Oc3ccc(NS(=O)(=O)c4cn(C)cn4)cc3C(=O)N([C@@H](C)CO)C[C@@H]2C)cc1 | -3.4
C[C@H](CO)N1C[C@H](C)[C@H](CN(C)Cc2ccc3c(c2)OCO3)Oc2c(NC(=O)Nc3ccc4c(c3)OCO4)cccc2C1=O | 1.4
C[C@@H]1CN([C@H](C)CO)C(=O)c2cc(/C=C/c3ccccc3)cnc2O[C@H]1CN(C)C(=O)Cc1cccnc1 | 4.4
Cc1noc(C)c1NC(=O)N(C)C[C@@H]1OCc2cnnn2CCCC(=O)N([C@H](C)CO)C[C@H]1C | 0.4
O=C(Nc1ccccc1)N1CCCCN2[C@H](C1)[C@H](c1ccc(-c3ccccc3F)cc1)[C@@H]2CO | 1.4
C[C@H]1CN([C@@H](C)CO)C(=O)c2cccc(NC(=O)Nc3ccc(F)cc3)c2O[C@@H]1CN(C)Cc1ccc(C(F)(F)F)cc1 | -1.4
C[C@H]1CN([C@@H](C)CO)C(=O)c2cc(NC(=O)C3CC3)ccc2O[C@H]1CN(C)C(=O)Nc1ccc(C(F)(F)F)cc1 | -1.9
COCc1cn(CC[C@H]2CC[C@@H](NC(=O)Nc3ccc(C(F)(F)F)cc3)[C@@H](CO)O2)nn1 | -1.4
CN(C)CC(=O)N1CCCCN2[C@@H](CO)[C@@H](c3ccc(-c4cccc(C(=O)N(C)C)c4)cc3)[C@@H]2C1 | 0.4
COc1ccccc1S(=O)(=O)Nc1ccc2c(c1)C(=O)N(C)C[C@@H](OC)[C@H](C)CN[C@@H](C)CO2 | 0.0
COc1ccc(-c2ccc3c(c2)[C@@H]2[C@@H](CCN2C(=O)Cc2cccnc2)[C@@H](CO)N3C)cc1 | 29
C[C@@H]1CN([C@@H](C)CO)C(=O)c2cc(NS(=O)(=O)c3cccs3)ccc2O[C@@H](C)CCCCO[C@@H]1CN(C)Cc1ccc2c(c1)OCO2 | -4.6&-2.0
C[C@@H]1CN([C@H](C)CO)S(=O)(=O)c2ccc(C3=CCCC3)cc2O[C@@H]1CN(C)C(=O)c1ccccc1 | -0.1
Cc1ccc(S(=O)(=O)N(C)C[C@@H]2OCCCC[C@@H](C)Oc3ccc(NS(=O)(=O)c4cccs4)cc3C(=O)N([C@H](C)CO)C[C@@H]2C)cc1 | -0.6
C[C@H]1CN([C@@H](C)CO)C(=O)c2cc(N(C)C)ccc2O[C@H]1CN(C)Cc1ccc2c(c1)OCO2 | 1.5
C[C@@H]1CCCCO[C@@H](CN(C)C(=O)Nc2ccc3c(c2)OCO3)[C@@H](C)CN([C@H](C)CO)C(=O)c2cc(NS(=O)(=O)c3ccccc3)ccc2O1 | 1.5
COc1cccc(NC(=O)N(C)C[C@H]2OCc3cn(nn3)CCCC(=O)N([C@@H](C)CO)C[C@H]2C)c1 | -0.1
C[C@H](CO)N1C[C@H](C)[C@H](CN(C)S(=O)(=O)c2ccc(F)cc2)Oc2c(NS(=O)(=O)c3ccc(F)cc3)cccc2C1=O | 13
CO[C@@H](CN(C)C(=O)C1CCOCC1)[C@@H](C)CN(C(=O)Nc1ccc(C(F)(F)F)cc1)[C@@H](C)CO | 2.1
CO[C@@H]1CN(C)C(=O)c2ccc(NS(=O)(=O)c3ccccc3Cl)cc2OC[C@H](C)NC[C@H]1C | 0.2
Cc1ccc(S(=O)(=O)Nc2cccc3c2O[C@H](CN(C)C(=O)Nc2ccc(F)cc2)[C@H](C)CN([C@H](C)CO)C3=O)cc1 | 0.4
COc1ccc(S(=O)(=O)N[C@H]2CC[C@@H](CC(=O)O)O[C@H]2CO)cc1 | -3.1
COCC(=O)N1C[C@@H]2[C@H](c3ccccc31)[C@@H](CO)N2C(=O)Nc1ccccc1F | 2.8
CO[C@H]1CC[C@@H]2CCN(C)C(=O)[C@@H](C)[C@H](OC)CN(C)C(=O)c3cc(C#N)ccc3OC[C@H]1O2 | -1.8
CNC(=O)C[C@@H]1CC[C@H]2[C@@H](COc3ccc(NC(=O)c4ccc5c(c4)OCO5)cc3C(=O)N2C)O1 | -2.0
CCNC(=O)Nc1ccc2c(c1)C(=O)N(C)[C@@H]1CC[C@@H](CC(=O)NCCOC)O[C@H]1CO2 | 0.4
C[C@H]1CN([C@@H](C)CO)C(=O)c2ccccc2-c2ccccc2CO[C@H]1CN(C)C(=O)CCC(F)(F)F | -3.0
Cc1noc(C)c1S(=O)(=O)N(C)C[C@@H]1Oc2ccc(NC(=O)Nc3cccc4ccccc34)cc2CC(=O)N([C@@H](C)CO)C[C@H]1C | -2.5
C[C@H](CO)N1C[C@H](C)[C@H](CN(C)S(C)(=O)=O)OCCCC[C@H](C)Oc2ccc(NC(=O)CCCN(C)C)cc2C1=O | -2.1
C[C@@H]1CN([C@@H](C)CO)C(=O)Cc2cc(NC(=O)C3CCCCC3)ccc2O[C@H]1CN(C)CC1CC1 | -0.3
COc1ccccc1-c1ccc([C@H]2[C@@H](CO)N3CCCCN(S(=O)(=O)c4cn(C)cn4)C[C@@H]23)cc1 | -1.4
CC(C)NC(=O)N(C)C[C@H]1Oc2ccc(N(C)C)cc2C(=O)N([C@H](C)CO)C[C@@H]1C | -1.6
CCC(=O)N1C[C@@H]2[C@H](c3ccccc31)[C@H](CO)N2CC1CCCC1 | 4.0
O=C(C[C@@H]1C[C@@H]2c3cc(NC(=O)c4cccnc4)ccc3O[C@@H]2[C@H](CO)O1)NCCN1CCCCC1 | 12
C[C@@H]1CN([C@H](C)CO)C(=O)Cc2cc(NC(=O)C3CCCCC3)ccc2O[C@H]1CN(C)C(=O)Nc1ccc(C(F)(F)F)cc1 | 5.3
COc1ccc(S(=O)(=O)N(C)C[C@@H]2Oc3ccc(NC(=O)NC(C)C)cc3C(=O)N([C@H](C)CO)C[C@H]2C)cc1 | 11
CC(C)NC(=O)N(C)C[C@H]1Oc2ccc(NC(=O)Nc3ccc(C(F)(F)F)cc3)cc2C(=O)N([C@H](C)CO)C[C@H]1C | 1.3
C[C@@H]1CN([C@@H](C)CO)C(=O)c2cccc(NS(=O)(=O)c3cccs3)c2O[C@@H]1CN(C)C(=O)Nc1cccc2ccccc12 | -1.7
C[C@H](CO)N1C[C@H](C)[C@H](CN(C)C(=O)CN(C)C)Oc2cc(C#CCN(C)C)ccc2S1(=O)=O | 3.8
Cc1ccc(S(=O)(=O)Nc2ccc3c(c2)C(=O)N([C@H](C)CO)C[C@@H](C)[C@@H](CN(C)C(=O)CCCN(C)C)OCCCC[C@H](C)O3)cc1 | 0.9
O=C(C[C@@H]1CC[C@H](NS(=O)(=O)c2ccccc2)[C@H](CO)O1)NCCN1CCCCC1 | -3.0
CO[C@H]1CN(C)C(=O)c2ccc(NC(=O)c3ccc(Oc4ccccc4)cc3)cc2OC[C@H](C)NC[C@H]1C | 4.3
CO[C@@H]1CN(C)C(=O)c2cc(NC(=O)c3cnccn3)ccc2OC[C@@H](C)N(C(C)=O)C[C@H]1C | 4.0
COc1ccc(S(=O)(=O)N(C)C[C@H]2Oc3c(NS(C)(=O)=O)cccc3C(=O)N([C@@H](C)CO)C[C@@H]2C)cc1 | -2.6

New compounds follow
Compound | Mtb BioA inh
Cc1noc(C)c1NC(=O)N(C)C[C@@H]1Oc2ccc(NC(=O)CCN3CCOCC3)cc2CC(=O)N([C@@H](C)CO)C[C@@H]1C | -6.8
C[C@@H]1CN([C@H](C)CO)C(=O)c2cc(NC(=O)Nc3ccc4c(c3)OCO4)ccc2O[C@@H]1CN(C)Cc1ccc(Cl)c(Cl)c1 | 0.8
Cc1noc(C)c1S(=O)(=O)Nc1ccc2c(c1)C(=O)N([C@H](C)CO)C[C@@H](C)[C@@H](CN(C)C(=O)Cc1ccccc1)OCCCC[C@@H](C)O2 | 0.2
Cc1ccc(S(=O)(=O)N[C@@H]2CCCN(Cc3ccc(OCCO)cc3)C2)cc1 | 1.2
COCC(=O)N1CC[C@@H]2[C@H](CO)Nc3ccc(-c4ccc(C#N)cc4)cc3[C@@H]21 | 3.9
CO[C@H](CN(C)Cc1ccc2c(c1)OCO2)[C@H](C)CN(C(=O)Nc1ccc(F)cc1)[C@@H](C)CO | 3.2
CN1CCN(C(=O)C[C@H]2C[C@@H]3c4cc(NC(=O)Nc5ccc(F)cc5)ccc4O[C@@H]3[C@H](CO)O2)CC1 | 0.4
CO[C@@H](CN(C)Cc1cc(F)ccc1F)[C@H](C)CN([C@H](C)CO)S(=O)(=O)c1ccc(F)cc1 | 0.4

Individual results from the entries so far:
Mtb BioA inh result of CO[C@@H](CN(C)Cc1cc(F)ccc1F)[C@H](C)CN([C@H](C)CO)S(=O)(=O)c1ccc(F)cc1 reads 0.4
Mtb BioA inh result of Cc1ccc(S(=O)(=O)N[C@@H]2CCCN(Cc3ccc(OCCO)cc3)C2)cc1 reads 1.2
Mtb BioA inh result of CN1CCN(C(=O)C[C@H]2C[C@@H]3c4cc(NC(=O)Nc5ccc(F)cc5)ccc4O[C@@H]3[C@H](CO)O2)CC1 reads 0.4
Mtb BioA inh result of Cc1noc(C)c1NC(=O)N(C)C[C@@H]1Oc2ccc(NC(=O)CCN3CCOCC3)cc2CC(=O)N([C@@H](C)CO)C[C@@H]1C reads -6.8

Carrying on.
Compound | Mtb BioA inh
C[C@H](CO)N1C[C@H](C)[C@H](CN(C)C(=O)CCCN(C)C)OCCCC[C@H](C)Oc2ccc(NC(=O)Nc3ccccc3)cc2C1=O | 0.4
C[C@@H]1CN([C@H](C)CO)C(=O)CCCn2nncc2CO[C@@H]1CN(C)C(=O)Nc1ccc2c(c1)OCCO2 | -1.0
CCCNC(=O)N1[C@@H]2CN(C(=O)c3ccccc3)c3ccccc3[C@@H]2[C@@H]1CO | -1.0
CC(C)NC(=O)Nc1ccc2c(c1)C(=O)N([C@@H](C)CO)C[C@H](C)[C@@H](CN(C)Cc1ccc(C(=O)Nc3ccccc3N)cc1)O2 | -3.1
COc1ccc(S(=O)(=O)Nc2ccc3c(c2)CC(=O)N([C@@H](C)CO)C[C@@H](C)[C@H](CN(C)CC2CC2)O3)cc1 | -0.4&-1.1
C[C@@H]1CCCCO[C@@H](CN(C)C(=O)Nc2ccc3c(c2)OCO3)[C@H](C)CN([C@H](C)CO)C(=O)c2cc(NC(=O)Nc3ccccc3)ccc2O1 | 17
O=C(C[C@H]1CC[C@H](NC(=O)Nc2ccc(F)cc2)[C@@H](CO)O1)NCCN1CCCC1 | 0.0
C[C@@H]1CCCCO[C@@H](CN(C)Cc2ccccc2)[C@@H](C)CN([C@@H](C)CO)C(=O)c2cc(NS(=O)(=O)c3ccccc3)ccc2O1 | 5.0

Part of the list above, reformatted.
CC(C)NC(=O)Nc1ccc2c(c1)C(=O)N([C@@H](C)CO)C[C@H](C)[C@@H](CN(C)Cc1ccc(C(=O)Nc3ccccc3N)cc1)O2
  Mtb BioA inh: -3.1
COc1ccc(S(=O)(=O)Nc2ccc3c(c2)CC(=O)N([C@@H](C)CO)C[C@@H](C)[C@H](CN(C)CC2CC2)O3)cc1
  Mtb BioA inh: -0.4&-1.1
C[C@@H]1CCCCO[C@@H](CN(C)C(=O)Nc2ccc3c(c2)OCO3)[C@H](C)CN([C@H](C)CO)C(=O)c2cc(NC(=O)Nc3ccccc3)ccc2O1
  Mtb BioA inh: 17
O=C(C[C@H]1CC[C@H](NC(=O)Nc2ccc(F)cc2)[C@@H](CO)O1)NCCN1CCCC1
  Mtb BioA inh: 0.0

(next part)
Compound | Mtb BioA inh
O=C(C[C@@H]1CC[C@@H]2[C@H](COC[C@@H](O)CN2C(=O)Nc2ccccc2)O1)NCCc1ccncc1 | 1.7
O=C(C[C@H]1CC[C@H]2[C@@H](COC[C@@H](O)CN2Cc2ccc3c(c2)OCO3)O1)N1CCCCC1 | 4.5
CC(C)CC#Cc1ccc2c(c1)O[C@H](CN(C)C(=O)NC(C)C)[C@@H](C)CN([C@@H](C)CO)S2(=O)=O | 2.7
COc1ccc(NC(=O)N[C@@H]2CC[C@@H](CCNC(=O)c3ccccc3F)O[C@@H]2CO)cc1 | -1.3
CO[C@H]1CN(C)C(=O)c2ccc(NC(=O)C3CCC3)cc2OC[C@@H](C)N(C(=O)NC(C)C)C[C@@H]1C | 0.3
CCNC(=O)[C@@H]1[C@@H](CO)[C@@H]2Cn3c(ccc(C4=CCCCC4)c3=O)[C@@H]2N1Cc1ccccc1F | 1.7
COc1ccccc1NC(=O)N(C)C[C@H]1OCc2ccccc2-c2c(n(C)c3ccccc23)C(=O)N([C@@H](C)CO)C[C@H]1C | -1.2
COc1ccc(NC(=O)Nc2cccc3c2O[C@@H](CN(C)S(=O)(=O)c2ccc(OC)cc2)[C@@H](C)CN([C@H](C)CO)C3=O)cc1 | -1.0
